Bioassay records (PubChem BioAssay)
WRN inhibitor: blocks human WRN helicase | WRN helicase unwinding, fluorescent forked duplex, kinetic | AID 651768 | 360,000 tested, 0.46% active | Potency, µM (top dose mostly 114 µM), for inactives: top-dose activity change, negative = inhibition, hits mostly inhibitors | Q14191; further: potency means the concentration at half of the fitted maximal effect; on the % scale 0 is the no-effect control and ±100 the full control effect; nearly all actives have a fitted effect of over 55% in size
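WRN at 20 nM final preincubated with compound 15 min at room temperature; reaction started with 100 nM fluorophore/quencher forked duplex oligonucleotide and 2 mM ATP final. Unwinding followed kinetically by red fluorescence (ex 525, em 598 nm).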
PLK1 PBD block: PLK1 (human) polo-box domain binding inhibition; Plk1 PBD binding of FITC phosphopeptide, fluorescence polarization; Potency, µM, without a hit: max response, negative = inhibition, actives largely listed as inhibitors; 360,000 tested, 2.8% active; AID 720504; further: potency means the concentration at half of the fitted maximal effect; series mostly up to about 57 µM; on the % scale 0 is the no-effect control and ±100 the full control effect; nearly all actives have a fitted effect of over 65% in size
Target sequence (P53350 whole entry, looked up, the tested form may be a part): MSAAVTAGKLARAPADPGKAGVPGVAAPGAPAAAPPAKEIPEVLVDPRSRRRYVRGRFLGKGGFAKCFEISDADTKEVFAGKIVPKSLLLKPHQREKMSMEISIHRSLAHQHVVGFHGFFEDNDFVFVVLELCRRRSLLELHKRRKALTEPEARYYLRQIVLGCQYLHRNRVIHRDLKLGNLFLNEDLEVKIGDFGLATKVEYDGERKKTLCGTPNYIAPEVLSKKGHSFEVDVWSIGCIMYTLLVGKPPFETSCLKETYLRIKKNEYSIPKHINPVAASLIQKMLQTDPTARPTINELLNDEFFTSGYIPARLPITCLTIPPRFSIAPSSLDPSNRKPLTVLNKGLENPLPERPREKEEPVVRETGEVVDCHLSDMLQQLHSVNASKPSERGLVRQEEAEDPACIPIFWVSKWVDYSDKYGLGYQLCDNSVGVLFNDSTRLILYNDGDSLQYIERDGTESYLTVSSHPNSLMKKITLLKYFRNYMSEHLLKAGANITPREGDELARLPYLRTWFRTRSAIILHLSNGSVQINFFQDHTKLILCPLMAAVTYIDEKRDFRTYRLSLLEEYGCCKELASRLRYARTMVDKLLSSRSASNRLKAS
EPAC1 antagonist: blocks human EPAC1 exchange factor; EPAC1 GEF assay, Rap1b-BODIPY-GDP exchange fluorescence; Potency, µM (top dose mostly 115 µM), for the others: at the top dose activity change, negative = inhibition, hits mostly inhibitors; 360,000 tested, 0.14% active;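 further: potency means the concentration at half of the fitted maximal effect; plate controls were vehicle for no effect and positive control for full effect; nearly all actives have a fitted effect of over 50% in size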
PI5P4Ka inh: inhibitors of human PI5P4K alpha | PI5P4Kalpha enzyme, ADP-Glo luminescence, 60 min; hits give low values | 330,000 tested, 1.2% active | P48426 | max response, % | AID 652105; active means max response of -50% or lower; inconclusive means between -30% and -50%; inactive means -30% or higher; further: value at the top dose of about 77 µM; on the % scale 0 is the no-effect control and ±100 the full control effect
Target sequence (P48426 whole entry, looked up): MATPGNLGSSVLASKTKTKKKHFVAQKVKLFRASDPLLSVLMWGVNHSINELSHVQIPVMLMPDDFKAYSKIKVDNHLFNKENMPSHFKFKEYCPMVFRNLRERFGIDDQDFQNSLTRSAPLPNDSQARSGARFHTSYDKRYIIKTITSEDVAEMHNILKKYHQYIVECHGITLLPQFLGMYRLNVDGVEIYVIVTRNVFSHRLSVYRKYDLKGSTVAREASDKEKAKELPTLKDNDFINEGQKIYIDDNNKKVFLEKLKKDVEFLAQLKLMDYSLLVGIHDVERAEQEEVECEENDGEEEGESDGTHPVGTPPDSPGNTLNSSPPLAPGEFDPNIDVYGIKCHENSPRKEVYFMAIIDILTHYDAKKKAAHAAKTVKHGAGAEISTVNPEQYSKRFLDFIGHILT
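ADP-Glo luminescence end-point read after a 60 min room-temperature kinase reaction of PI5P4Kalpha plus substrate, initiated with ATP at 5 microM final. Buffer: 0.038 M HEPES pH 7.4, EGTA, 0.1% CHAPS, 5% DMSO.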
CCT modulator: cytosolic chaperonin activity modulation; purified chaperonin ATPase assay, HTRF ADP detection, 30 min; AID 651819; activity change, % (no concentration beside the values), hits read low; 360,000 tested, 0.3% active; in the data active means activity change below about -30%; further: on the % scale 0 is the no-effect control and ±100 the full control effect
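TRiC at 40 or 20 nM final (batch-dependent) in 30 mM Tris pH 7.4, 100 mM KCl, 5 mM MgCl2, 1 mM DTT, with compound at single 76 uM and 10 uM ATP, 30 min at 37 deg C. ADP detected by HTRF Transcreener, 665/615 ratio.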
EPAC1 ag: activates human EPAC1 exchange factor; EPAC1 agonist qHTS, biochemical assay; response scale: 100% = response to 6.5 mM cAMP; Potency, µM (doses to about 154 µM), for inactives: at the top dose activation, actives largely listed as activators; 360,000 tested, 0.073% active; AID 720707; further: potency means the concentration at half of the fitted maximal effect; nearly all actives have a fitted effect of over 60% in size
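Multi-concentration qHTS readout: loss of Rap1B-bound BODIPY-GDP fluorescence driven by 100 nM EPAC1 with excess GDP (50 uM), monitored kinetically at room temperature; agonist response expressed relative to 6.5 mM cAMP.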
EPAC2 antag: antagonists of human EPAC2. Q8WZA2. EPAC2 GEF exchange of Rap1B-BODIPY-GDP, fluorescence. Potency, µM (doses to about 114 µM), for inactives: at the top dose activity, negative = inhibition, hits mostly inhibitors. 360,000 tested, 0.18% active. AID 720708; further: potency means the concentration at half of the fitted maximal effect; on the % scale 0 is the no-effect control and ±100 the full control effect; nearly all actives have a fitted effect of over 45% in size; many of its hits are not listed in these tables
MmCpn inh: M. maripaludis TRiC chaperonin inhibition; purified Mm-Cpn ATPase, ADP Transcreener TR-FRET; Potency, µM (top dose mostly 76.9 µM), inactives show top-dose activity, negative = inhibition, usual class: inhibitors; 330,000 tested, 0.031% active; AID 504842; further: potency means the concentration at half of the fitted maximal effect; on the % scale 0 is the no-effect control and ±100 the full control effect; nearly all actives have a fitted effect of over 80% in size
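Purified archaeal chaperonin (25 nM final) was preincubated with compound for 10 min at 37°C, then ATP (10 uM final) was added for 30 min at 37°C in Tris pH 7.4/KCl/MgCl2/DTT buffer. ADP was quantified by HTRF Transcreener TR-FRET.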
An asterisk follows results filed as active; ? = inconclusive; · = no result given; [ ] = dose if it differs, or a comment. Unless noted, the call rests on the fitted dose curve; in most records, active means well fitted curve in the direction sought with a large enough effect; inconclusive means small, poorly fitted or top-dose-only effect, or another doubt; inactive means no such curve, though single readings can be large; an effect the other way counts as inactive or inconclusive. Only part of the results is shown. The share of hits here may be higher or lower than overall.

WRN inhibitor	PLK1 PBD block	EPAC1 antagonist	PI5P4Ka inh	CCT modulator	EPAC1 ag	EPAC2 antag	MmCpn inh	molecule
12%	-9%	?	4	-0.7	7%	11%	2%	Cc1cc(C)cc(-n2ccn(CC(=O)NCCc3ccccc3)c(=O)c2=O)c1
-8%	-11%	-1%	·	-1.6	-6%	-1%	-10%	Cc1cc(C)n2nc(SCC3COc4ccccc4O3)nc2n1 (stereo not given)
6%	-17%	-8%	2	-3.9	2%	-2%	?	CN1CCN(C(=O)CCN2C(=O)/C(=C/c3ccc(F)cc3)SC2=S)CC1
-2%	?	-8%	0	-0.7	6%	4%	-20%	O=C(Nc1ccc(Cl)cc1-c1nc2ccccc2s1)c1ccco1
7%	-5%	8%	·	-2.3	8%	-6%	-10%	Cc1cc(C)c(S(=O)(=O)c2ccccc2C)c(Cl)n1
-1%	4%	-11%	-4	0.6	-4%	-9%	1%	O=C(c1ccc2c(c1)OCCO2)N1CCN(Cc2c(F)cccc2Cl)CC1
5%	-8%	20%	-5	-0.4	-11%	0%	-1%	CCC(C)[C@H](NC(=O)[C@@H]1CSC2c3ccccc3C(=O)N21)C(=O)NC1CCCC1 (stereo not given in full)
-20%	?	0%	-2	-0.3	-2%	-1%	0%	COc1cc(C(c2c(C)[nH][nH]c2=O)c2c(C)[nH][nH]c2=O)ccc1OC(C)C
-3%	1%	-1%	-4	-4.2	3%	14%	0%	CSc1cccc(NC(=S)NN(C)C)c1
4%	3%	7%	4	0.4	-25%	-26%	1%	CCOc1c2ccc(C(=O)NCc3ccc(C(F)(F)F)cc3C(F)(F)F)cc2nn1C
6%	-2%	9%	-3	-5.7	-4%	7%	1%	CCOC(=O)C1CCCN(C(=O)c2cc(-c3ccncc3)nc3ccccc23)C1 (stereo not given)
-19%[57.1 µM]	1%	-25%	·	0.3	26%	-9%	·	O=S(=O)(NCC1CCCO1)c1ccc(S(=O)(=O)N(Cc2ccccc2F)C2CCCCC2)cc1 (stereo not given)
7%	-1%	-10%	1	-1.3	3%	7%[57.1 µM]	0%	Cc1ccc(-n2ncc(C(=O)Nc3cc(Cl)cc(Cl)c3)c2C2CCNCC2)cc1C
0%	4%	5%	-6	-0.7	3%	3%	5%	Cc1[nH]c2ccccc2c1C(=O)CSc1nncn1C
-7%	-7%	?	-1	1.8	-18%	0%	0%	O=c1c2c3c(sc2nc(NCCO)n1Cc1ccco1)CCCCC3
6%	6%	10%	-4	0.2	-3%	-2%	-1%	Cc1cc(C)c(C)c(S(=O)(=O)Nc2ccc(C(N)=O)cc2)c1C
2%	-4%	-15%	3	0.8	4%	-27%	-1%	COc1ccc(CN(C)C(=S)Nc2ccc(Cl)cc2Cl)cc1
-2%	2%	2%	0	-0.4	6%	-15%	-1%	Cc1cc(Cl)ccc1NC(=O)C(=O)N/N=C/c1ccc2c(c1)OCO2
-9%	-14%	0%	-11	0.7	12%	15%	-8%	CN(C)c1ccc(NC(=O)CSc2nc(N)c(C(=O)Nc3ccc(N(C)C)cc3)s2)cc1
5%	0%	-4%	7	1.5	-11%	-10%	1%	CCOc1ccc(CCNC(=O)Cn2ncn3nc(-c4ccc(OC)cc4)cc3c2=O)cc1OCC
-7%	6%	-3%	-3	2.8	1%	-6%	0%	Cn1c(SCc2cccc(Br)c2)nnc1-c1ccccn1
-4%	-3%	0%	5	-2.0	-12%	6%	2%	CN1CCN(CCCCOc2ccc(F)cc2)CC1
-2%	6%	2%	-2	0.4	3%	0%	0%	CCCc1cnc(N2CCN(C(=O)c3ccccc3)CC2)nc1
5%	-14%	10%	-5	-0.7	-3%	-2%	-1%	CC(OC(=O)C1CCCC1)C(=O)Nc1ncc(Cl)cc1Cl (stereo not given)
-8%[57.1 µM]	-3%	0%	·	-1.1	5%	4%	-3%	CCC(=O)Nc1nnc(SCC(=O)c2ccc3c(c2)Cc2ccccc2-3)s1
8%[57.1 µM]	7%	?	-3	3.5	-13%	2%	2%	O=C(C(=O)N1CCOCC1)c1cn(CCOc2ccccc2)c2ccccc12
-1%	9.5µM*	4%	-27	-1.3	-2%	-4%	1%	O=C(O)CSc1nnc(-c2ccccc2)c(-c2ccccc2)n1
4%	-7%	4%	-1	-0.6	-4%	20%	-3%	CCC(C)(C)c1nnc(NC(=O)c2cccc([N+](=O)[O-])c2)s1
-10%	-6%	4%	-3	-1.4	-9%	3%	-1%	Cc1ccccc1Oc1nc2ccccn2c(=O)c1/C=C(\C#N)C(=O)Nc1c(C)n(C)n(-c2ccccc2)c1=O
5%	-20%	-6%	-9	0.7	-2%	-1%	-3%	c1csc(-c2nc3ccccc3[nH]2)c1
0%[57.1 µM]	2%	?	-9	1.0	-4%	7%	-2%	Cc1cc(Br)cc(C)c1NC(=O)c1ccc(C#N)cc1F
6%	-1%	?	1	-1.9	-15%	4%	-2%	COc1ccc(N2CCN(S(=O)(=O)c3cc4c(cc3C)NC(=O)CO4)CC2)cc1
-4%	1%	-9%	·	1.1	18%	-4%	1%	COc1ccc(C(=O)CSc2nnc(CCc3ccccc3)n2-c2ccccc2)cc1
2%	-4%	-8%	2	-5.4	0%	1%	-1%	COCCCN1C(=O)N(c2ccc(F)cc2)C(=O)C1CC(=O)Nc1ccc(OC)cc1 (stereo not given)
?	21µM*	1%	3	-1.1	3%	-11%	-5%	Cc1ccc(Oc2c(C(N)=O)cc([N+](=O)[O-])cc2[N+](=O)[O-])cc1
12%	-17%	?	5	-3.3	8%	-6%	-1%	Cc1cccc2sc(N(CCCN(C)C)C(=O)c3ccco3)nc12
-11%	-3%	12%	-7	-0.2	-6%	16%	0%	CC(=O)Nc1ccc(NC(=O)c2ccc(-n3c(C)ccc3C)cc2)cc1
4%	-10%	1%	-21	-2.9	14%	1%	-3%	CCn1cc(-c2ccnc3cc(C(=O)O)nn23)c(C)n1
-4%	2%	10%	-1	0.1	5%	-2%	1%	CCOC(=O)C1CCCN(c2ncnc3c2cnn3-c2ccc(OC)cc2)C1 (stereo not given)
-1%	-15%	11%	0	-10	-14%	-12%	-5%	CN(C)S(=O)(=O)c1ccc(C(=O)NCC(=O)N/N=C/c2ccccc2)cc1
6%	-7%	3%	1	-3.9	4%	-9%	·	COc1ccc(OCc2nnc(SCC(=O)Nc3oc(C)c4c(C)n[nH]c(=O)c34)n2C)cc1
5%	-1%	11%	3	-0.4	-11%	-5%	2%	CC(C)Cc1cc(C(=O)Nc2ccc3c(c2)OCO3)no1
-12%	1%	0%	·	2.7	1%	5%	2%	O=C(NC1CCCC1)C1CC(c2ccc(F)cc2)=NO1 (stereo not given)
11%	-1%	7%	-5	-0.8	-3%	7%	·	O=C1OCc2ccc([N+](=O)[O-])cc21
-19%	-8%	13%	·	0.2	0%	0%	2%	CCn1c(SCC(=O)NCc2ccco2)nnc1-c1cccs1
-8%	6%	-8%	1	0.3	14%	0%	-2%	O=C(c1ccc(F)cc1)N1CCN(c2ccc([N+](=O)[O-])cc2-n2cccc2)CC1
-8%	5%	-15%	-1	-0.4	3%	-3%	-4%	CC(C)OCCCNc1ncc2c(n1)CC(c1cccs1)CC2=O (stereo not given)
7%	-8%	11%	-3	0.1	3%	7%[57.1 µM]	1%	O=C(NCCc1ccccc1F)/C(=C/c1cccnc1)NC(=O)c1ccccc1
-29%[57.1 µM]	-12%	-8%	2	1.1	2%	0%	2%	COc1cc([N+](=O)[O-])ccc1NC(=O)c1cccc(NC(=O)C(C)C)c1
-2%	-7%	-29%	21	-2.9	10%	-21%	-1%	CCc1ccc2oc(-c3cc(N)ccc3Cl)nc2c1
-5%	-4%	12%	-1	1.6	-10%	9%	-3%	Cc1ccc(NC(=O)CN(C)C(=O)CSc2ncc(C(F)(F)F)cc2Cl)cc1
-3%	-4%	-6%	2	-1.8	-2%	26%	-1%	Cc1noc(NC(=O)c2ccc(Cl)cc2)c1Cl
3%	-15%	?	-1	-1.3	15%	-3%	-3%	CCOc1cc(S(=O)(=O)NC2CC(C)(C)NC(C)(C)C2)ccc1Cl
0%	0%	5%	-1	-3.2	2%	-1%	1%	Cc1ccc(S(=O)(=O)NCCCN2CCOCC2)cc1C
3%	-1%	-3%	0	-2.7	2%	-3%	0%	O=C(OCC(=O)N1CCN(C(=O)c2ccco2)CC1)c1sc2cc(F)ccc2c1Cl
6%	-18%	-15%	-3	-3.2	0%	8%	2%	O=C(NC1CCCC1)c1ccc(Cn2c(=O)[nH]c3ccsc3c2=O)cc1
-21%	-11%	1%	-10	-1.5	6%	2%	-9%	CN(C)C(=O)CSc1ncccc1-c1nc2ccccc2[nH]1
5%[57.1 µM]	6%	-23%	0	3.3	-1%	-11%	1%	CCOc1cc2[nH]c(=S)n(C3CCN(Cc4ccccc4)CC3)c(=O)c2cc1OCC
4%	4%	-6%	17	-3.6	-11%	14%	0%	CCc1cccc(CC)c1NC(=O)c1ccccc1CCc1ccccc1
-19%	-5%	-12%	18	0.8	5%	-7%	·	COCC1CCN(C(=O)c2cc(COc3ccc(OC)c4ccccc34)on2)C1 (stereo not given)

Remaining list, next part
WRN inhibitor	PLK1 PBD block	EPAC1 antagonist	PI5P4Ka inh	CCT modulator	EPAC1 ag	EPAC2 antag	MmCpn inh	molecule
-4%	1%	-14%	2	-0.2	3%	0%	0%	CN(C)CCCOc1nc2c(c(=O)n(C)c(=O)n2C)n1C
-10%	-2%	1%	1	-0.3	-13%	32%[activator]	2%	Cc1ccc(-n2nc(C)c3cc(C(=O)O)sc32)cc1
3%	4%	6%	·	0.8	1%	6%	1%	O=C(CSc1nnc2ccccn12)N1CCOCC1
-5%	-3%	-5%	0	-0.9	3%	8%	-2%	Cc1c(S(=O)(=O)NCCc2ccccc2)c(=O)n(C)c(=O)n1C
4%	0%	7%	0	1.8	-13%	3%	0%	O=C(CS(=O)(=O)c1cn(Cc2ccc(F)cc2)c2ccccc12)N1CCOCC1
-25%	-15%	4%	4	-1.5	9%	-4%	-1%	CCOC(=O)N1CCN(C2CCCN(C(=O)c3cccc(Cl)c3)C2)CC1 (stereo not given)
-11%	-20%	-9%	-18	0.0	12%	-28%	3%	c1ccc(-c2onc(-c3ccco3)c2-c2ccc3[nH]ccc3c2)cc1

Complete entries, looked up by structure:
`CCOc1cc(S(=O)(=O)NC2CC(C)(C)NC(C)(C)C2)ccc1Cl` in the list: WRN inhibitor: 3%; PLK1 PBD block: -15%; EPAC1 antagonist: ?; PI5P4Ka inh: -1; CCT modulator: -1.3; EPAC1 ag: 15%; EPAC2 antag: -3%; MmCpn inh: -3%
`CN(C)C(=O)CSc1ncccc1-c1nc2ccccc2[nH]1` in the list: WRN inhibitor: -21%; PLK1 PBD block: -11%; EPAC1 antagonist: 1%; PI5P4Ka inh: -10; CCT modulator: -1.5; EPAC1 ag: 6%; EPAC2 antag: 2%; MmCpn inh: -9%
